RXFP1 antag: blocks the human relaxin receptor RXFP1 | HEK293-RXFP1, relaxin-stimulated cAMP HTRF, 30 min; stronger effect = lower value | Q9HBX9 | actives 0.59% (n = 350,000) | activity change, negative = inhibition, % at 57.5 µM;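 active = activity change of -60% or lower, but not beyond a set lower limit; inconclusive = change between -60% and -40%, or beyond the set limit; inactive = change above -40%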; also: % is scaled to controls: 0 for no effect and ±100 for the full control effect
Pol eta inh: blocks human DNA polymerase eta activity; recombinant Pol eta, fluorescent DNA replication assay; AID 588591; actives 1.2% (n = 390,000); Potency, µM (doses to about 114 µM), inactives show top-dose activity change, negative = inhibition, most hits filed as inhibitors; Q9Y253; also: potency is read from the fitted curve at half-maximal effect; % is scaled to controls: 0 for no effect and ±100 for the full control effect
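Pol eta (10 nM) was preincubated with compounds for 15 min at room temperature, after which fluorescent replication substrate (50 nM final) was added to start the reaction. Fluorescence was read kinetically at 0 and 10 min.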
APE1 inh: blocks human APE1 abasic DNA cleavage; P27695; recombinant APE1, TAMRA/BHQ-2 abasic DNA cleavage fluorescence; Potency, µM (doses to about 65.8 µM), without a hit: top-dose activity change, negative = inhibition, actives largely listed as inhibitors; actives 0.35% (n = 350,000);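 also: potency is read from the fitted curve at half-maximal effect; plate controls were vehicle for no effect and reference inhibitor for full effect; nearly all actives have a fitted effect of over 55% in size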
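Measures dequenching upon AP-site incision of a 5'-TAMRA/3'-BHQ-2 THF-containing duplex, 50 nM; human APE1 0.75 nM after 15 min room-temperature exposure to compound; kinetic three-point read at one-minute spacing.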
Anesthetic bind: binds horse apoferritin like a general anesthetic; actives 0.074% (n = 350,000); P02791; Potency, µM (titrated, usually from 77.5 µM), inactives show at the top dose activity change, negative = displacement, hits mostly inhibitors; apoferritin/1-aminoanthracene competitive binding, fluorescence; also: potency is read from the fitted curve at half-maximal effect; % is scaled to controls: 0 for no effect and ±100 for the full control effect; nearly all actives have a fitted effect of over 20% in size
Target sequence (P02791 2-175 limits assumed): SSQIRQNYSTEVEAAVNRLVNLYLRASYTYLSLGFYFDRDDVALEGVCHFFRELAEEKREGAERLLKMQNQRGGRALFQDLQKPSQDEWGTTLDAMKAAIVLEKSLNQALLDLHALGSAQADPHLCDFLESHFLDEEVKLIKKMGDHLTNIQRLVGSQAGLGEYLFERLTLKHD
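10 uM apoferritin + 50% sat. 1-AMA, PBS; cpd 10 min RT; Ex380/Em535 endpoint; normalized to free probe vs complex; 4-param Hill fit; propofol titration as pos. ctrl.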
POLB inh: DNA polymerase beta (human) inhibition | P06746 | Potency, µM (top dose mostly 114 µM), for the others: at the highest dose activity change, negative = inhibition, most hits filed as inhibitors | actives 1.3% (n = 340,000) | AID 485314 | Pol beta primer extension/strand displacement, fluorescence kinetic; also: potency is read from the fitted curve at half-maximal effect; % is scaled to controls: 0 for no effect and ±100 for the full control effect
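Values derive from four-parameter Hill fits of normalized kinetic data: reads at 0 and 10 min following addition of 50 nM substrate to 10 nM Pol beta preincubated 15 min with compound.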
Pol kappa inh: blocks human DNA polymerase kappa activity; Q9UBT6; actives 0.53% (n = 400,000); Potency, µM (series often up to 107 µM), for inactives: at the top dose activity, negative = inhibition, hits mostly inhibitors; purified Pol kappa, fluorescent DNA synthesis assay, 10 min; also: potency is read from the fitted curve at half-maximal effect; % is scaled to controls: 0 for no effect and ±100 for the full control effect
Target sequence (Q9UBT6 whole entry, looked up): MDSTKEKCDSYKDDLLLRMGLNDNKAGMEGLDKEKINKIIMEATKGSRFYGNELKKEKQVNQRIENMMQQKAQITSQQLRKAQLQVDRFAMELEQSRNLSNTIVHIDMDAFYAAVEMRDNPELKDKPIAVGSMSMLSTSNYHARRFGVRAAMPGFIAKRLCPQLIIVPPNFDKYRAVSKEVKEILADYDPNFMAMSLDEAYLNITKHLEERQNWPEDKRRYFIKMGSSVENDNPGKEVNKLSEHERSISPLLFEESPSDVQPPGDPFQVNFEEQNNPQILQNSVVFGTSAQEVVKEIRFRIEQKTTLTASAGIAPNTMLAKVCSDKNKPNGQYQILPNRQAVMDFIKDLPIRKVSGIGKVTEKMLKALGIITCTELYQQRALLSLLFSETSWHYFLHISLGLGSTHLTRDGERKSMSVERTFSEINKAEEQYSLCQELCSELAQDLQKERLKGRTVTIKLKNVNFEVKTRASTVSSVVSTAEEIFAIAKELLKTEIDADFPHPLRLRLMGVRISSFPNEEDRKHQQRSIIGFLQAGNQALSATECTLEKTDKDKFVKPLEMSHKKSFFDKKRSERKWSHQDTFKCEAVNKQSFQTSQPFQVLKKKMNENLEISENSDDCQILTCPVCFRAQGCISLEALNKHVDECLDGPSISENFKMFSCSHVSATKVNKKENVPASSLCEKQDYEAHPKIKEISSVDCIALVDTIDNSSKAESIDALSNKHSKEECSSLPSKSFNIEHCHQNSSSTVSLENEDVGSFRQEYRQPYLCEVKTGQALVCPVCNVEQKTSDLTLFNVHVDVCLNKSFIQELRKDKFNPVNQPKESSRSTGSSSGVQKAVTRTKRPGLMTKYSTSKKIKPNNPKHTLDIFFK
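First, compounds were pin-transferred onto 10 nM Pol kappa. After 15 min at room temperature, substrate was added to 50 nM final. Fluorescence was then measured kinetically at 0 and 10 min.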
BLM helicase inh: blocks DNA unwinding by human BLM helicase. P54132. recombinant BLM DNA unwinding, fluorescence dequenching. Potency, µM (titrated, usually from 56.1 µM), without a hit: at the top dose activity change, negative = inhibition, actives largely listed as inhibitors. actives 0.2% (n = 350,000). AID 2528;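 also: potency is read from the fitted curve at half-maximal effect; plate controls were vehicle for no effect and no enzyme for full effect; nearly all actives have a fitted effect of over 35% in size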
PGK inhibitor: inhibitors of T. brucei phosphoglycerate kinase. Potency, µM (series often up to 57.5 µM), without a hit: top-dose activity change, negative = inhibition, usual class: inhibitors. actives 0.043% (n = 380,000). P07378. PGK/GAPDH coupled, Kinase-Glo luminescence, 60 min; also: potency is read from the fitted curve at half-maximal effect; % is scaled to controls: 0 for no effect and ±100 for the full control effect; nearly all actives have a fitted effect of over 60% in size
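Recombinant glycosomal PGK reaction used 1,3-bisphosphoglycerate generated in-well by GAPDH (100nM final) in 100mM TEA pH 7.6, 5mM MgCl2, 0.01% Tween-20. After 60 minutes at room temperature, ATP was read by Kinase-Glo Plus luminescence end-point.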
POLI inh: inhibitors of human DNA polymerase iota. Pol iota fluorescent replication assay, 10 min. actives 1% (n = 390,000). Potency, µM (series often up to 115 µM), for inactives: top-dose activity, negative = inhibition, actives largely listed as inhibitors; also: potency is read from the fitted curve at half-maximal effect
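Pol iota at 10 nM preincubated 15 min with compounds at room temperature; reaction started with fluorescent substrate, 50 nM final. Fluorescence read kinetically at 0 and 10 min; buffer-only wells as negative control.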
* hit, by the source's call; i = inactive; ? = inconclusive; · = no result given; & = joins results of further samples; [ ] = another dose, or the depositor's remark. Unless noted, calls follow the shape of the dose curve; as a rule, active = well fitted curve in the direction sought with a large enough effect; inconclusive = small, poorly fitted or top-dose-only effect, or another doubt; inactive = no such curve, though single readings can be large; an effect the other way counts as inactive or inconclusive. Some of the compounds tested; the hit share may differ from the screen's.

(1) CCSc1nnc(NC(=O)CSc2nc3c(c(=O)n2CC)SC(C)C3)s1 (stereo not given)
(2) Cc1ccc(Nc2nnc(SCC(=O)NCC3CCCO3)s2)cc1 (stereo not given)
(3) c1ccc(-c2ccc(SCc3cccnc3)nn2)nc1
(4) CCOC(=O)C1=CN(Cc2cccc(F)c2)S(=O)(=O)N(CC)C1c1ccc2ccccc2c1 (stereo not given)
(5) COc1ccc(NC(=O)c2ccc(-c3nc(COc4ccccc4)c(C)o3)cc2)cc1
(6) COC(=O)c1ccc(Cl)c(NC(C)=O)c1
(7) COc1cc(NS(=O)(=O)c2ccc(NC(=O)c3ccco3)cc2)nc(OC)n1
(8) CCCCCCCCCCCCCCC[C@@H](O)[C@H](CO)NC(C)=O

assay / entry	1	2	3	4	5	6	7	8
RXFP1 antag	·	-8	-11	·	-2	15	-7	·
Pol eta inh	-24%	-11%	-9%	-3%	10%	-6%	-3%	·
APE1 inh	-2%	8%	0%	-13%	·	1%	-3%	4%&19%
Anesthetic bind	-2%	·	-17%	·	4%	-4%	-2%	0%
POLB inh	0%	·	3%	·	16%	5%	?	·
Pol kappa inh	-12%	-9%	-8%	-4%	-6%	-12%	-2%	0%[19.4 µM]
BLM helicase inh	3%	·	-3%	·	-9%	1%	2%	5%
PGK inhibitor	4%	i	5%	3%	-5%	1%	-7%	·
POLI inh	4%	-19%	15%	14%	-14%	-6%	0%	·

(9) COc1ccc(C(=O)Nc2nc(-c3ccc(OC)cc3)c(-c3ccc([N+](=O)[O-])cc3)s2)cc1
(10) Cc1[nH]n(-c2ccccc2)c(=O)c1Sc1ccc(Cl)cc1
(11) C[C@]12c3[nH]c4ccc(Cl)cc4c3CCN1C(=O)[C@@H](CC(=O)NCCCn1ccnc1)C[C@@H]2C(=O)N1CCOCC1
(12) CC1(C)CC(=O)C=C(c2ccc3ncccc3c2)C1
(13) Cc1ccc(S(=O)(=O)NC(CC(=O)O)c2ccccc2)cc1 (stereo not given)
(14) CCN(CC(=O)N1CCCC1)S(=O)(=O)c1ccccc1
(15) CCc1nc(SC)ncc1C(=O)N1CCN(c2cc(Cl)ccc2C)CC1
(16) O=C(CN(Cc1cccs1)C(=O)CNC(=O)c1ccco1)NC1CCCCC1

assay / entry	9	10	11	12	13	14	15	16
RXFP1 antag	-16	-3	·	·	1	4	-34	-3
Pol eta inh	79µM*	-8%	-4%	-9%	-6%	-18%	-12%	-3%
APE1 inh	?	-1%	13%	-3%	-5%	17%	·	18%
Anesthetic bind	-20%	-8%	·	·	6%	-4%	-15%	-9%
POLB inh	1%	15%	·	·	-13%	10%	32%	17%
Pol kappa inh	-16%	4%	5%	-10%	2%	3%	-12%	2%
BLM helicase inh	0%	-3%	·	·	1%	3%	-9%	-2%
PGK inhibitor	-8%	-1%	i	1%	-5%	-6%	7%	-9%
POLI inh	?	-15%	-1%	-8%	-1%	10%	-14%	0%

(17) COc1ccc(-c2sc(Nc3ccccc3)n[n+]2-c2ccccc2)cc1Br
(18) Cc1ccc(N2C(=O)CCC2(C(N)=O)c2ccccc2)cc1 (stereo not given)
(19) COc1cccc(C(=O)NC(C)c2cccc3ccccc23)c1OC (stereo not given)
(20) CCC(=O)Nc1ccc(/C(C)=N\NS(=O)(=O)c2ccc(C)cc2)cc1
(21) CC1CCCN(CCCN2C(=O)C3C(C(=O)Nc4cccc(Cl)c4)C4C=CC3(O4)C2C(=O)NC2CCCCC2)C1 (stereo not given)
(22) CCC1CCc2sc(C(=O)NCC3CCCO3)cc2C1 (stereo not given)
(23) O=C(O)CC1=C(Nc2ccccc2)C(=O)N(c2ccccc2)C1c1ccc(F)cc1 (stereo not given)
(24) Nc1ccc2nc(N)sc2c1

assay / entry	17	18	19	20	21	22	23	24
RXFP1 antag	·	-4	7	-10	-22	0	9	-14
Pol eta inh	-9%	-17%	-12%	-4%	0%	-16%	-16%	-3%
APE1 inh	14%	1%	39%	10%	16%	-6%	-2%	·
Anesthetic bind	·	-1%	2%	-9%	-1%	·	-17%	·
POLB inh	·	2%	0%	-2%	26%	·	3%	·
Pol kappa inh	8%	8%	2%	-6%	0%	0%	-19%	-10%
BLM helicase inh	·	2%	-4%	-1%	-5%	·	-3%	·
PGK inhibitor	-9%	-1%	7%	4%	6%	-8%	i	8%
POLI inh	-11%	8%	59%[activator]	5%	-20%	18%	28%	28%

Shown as tab-separated lines: entries from further up.
nr	Structure	RXFP1 antag	Pol eta inh	APE1 inh	Anesthetic bind	POLB inh	Pol kappa inh	BLM helicase inh	PGK inhibitor	POLI inh
18	Cc1ccc(N2C(=O)CCC2(C(N)=O)c2ccccc2)cc1 (stereo not given)	-4	-17%	1%	-1%	2%	8%	2%	-1%	8%
19	COc1cccc(C(=O)NC(C)c2cccc3ccccc23)c1OC (stereo not given)	7	-12%	39%	2%	0%	2%	-4%	7%	59%[activator]
20	CCC(=O)Nc1ccc(/C(C)=N\NS(=O)(=O)c2ccc(C)cc2)cc1	-10	-4%	10%	-9%	-2%	-6%	-1%	4%	5%
21	CC1CCCN(CCCN2C(=O)C3C(C(=O)Nc4cccc(Cl)c4)C4C=CC3(O4)C2C(=O)NC2CCCCC2)C1 (stereo not given)	-22	0%	16%	-1%	26%	0%	-5%	6%	-20%

Next results:
(25) COc1ccc(OC)c2sc(N(CCN(C)C)C(=O)c3cc(Cl)sc3Cl)nc12
(26) Cc1ccc(Cn2nnc3c(=O)[nH]c(C4CCCN(C(=O)Nc5ccc(F)cc5)C4)nc32)cc1 (stereo not given)
(27) COc1cc(OC)cc(C(=O)NCC(C)NC(=O)c2cc(OC)cc(OC)c2)c1 (stereo not given)
(28) C[C@@H](N)C(=O)O
(29) COc1cc(OC)c2c(-c3ccccc3)cc(=O)oc2c1C(CCN1CCCC(C)C1)c1ccc(N(C)C)cc1 (stereo not given)
(30) CCn1c2c(c(=O)n3ncc(C(=O)Nc4ccc(Cl)cc4C)c13)CN(Cc1ccc(OC)cc1)CC2
(31) Cn1c(CSc2nc3ccccc3s2)nc2ccccc21
(32) Nc1nc(N2C(=O)C3CC=CCC3C2=O)nn1-c1ccccc1 (stereo not given)

assay / entry	25	26	27	28	29	30	31	32
RXFP1 antag	2	-3	5	-7	·	-12	-11	-25
Pol eta inh	-22%	-2%	?	·	-22%	-7%	5%	-4%
APE1 inh	-5%	6%	·	4%&-2%	-3%	·	-1%	-4%
Anesthetic bind	?	-15%	·	-3%	?	-12%	-11%	-1%
POLB inh	-29%	8%	·	·	23%	14%	-13%	18%
Pol kappa inh	-3%	-16%	-21%	-3%&-4%[19.4 µM]	9%	-5%[60.1 µM]	-10%	-4%
BLM helicase inh	5%	-4%	·	6%&-3%	1%	-6%	-3%	-6%
PGK inhibitor	-12%	-1%	1%	·	-10%	-7%	-2%	-5%
POLI inh	-18%	9%	?	·	23%	7%	13%	19%

Structures from the list above that contain fluorine (3):
(4) CCOC(=O)C1=CN(Cc2cccc(F)c2)S(=O)(=O)N(CC)C1c1ccc2ccccc2c1 (stereo not given)
(23) O=C(O)CC1=C(Nc2ccccc2)C(=O)N(c2ccccc2)C1c1ccc(F)cc1 (stereo not given)
(26) Cc1ccc(Cn2nnc3c(=O)[nH]c(C4CCCN(C(=O)Nc5ccc(F)cc5)C4)nc32)cc1 (stereo not given)

assay / entry	4	23	26
RXFP1 antag	·	9	-3
Pol eta inh	-3%	-16%	-2%
APE1 inh	-13%	-2%	6%
Anesthetic bind	·	-17%	-15%
POLB inh	·	3%	8%
Pol kappa inh	-4%	-19%	-16%
BLM helicase inh	·	-3%	-4%
PGK inhibitor	3%	i	-1%
POLI inh	14%	28%	9%

(listing goes on)
(33) Cc1cccc(N=C2SC(C)CN2C(=O)CN2C(=O)NC3(CCCC3)C2=O)c1 (stereo not given)
(34) CCN1C(=O)c2ccccc2S(=O)c2ccc(C(=O)N3CCOCC3)cc21 (stereo not given)
(35) Cc1c(C)c2c(OCC(=O)N[C@@H](C(=O)O)c3ccccc3)cc3c(c2oc1=O)CCC(C)(C)O3
(36) O=[N+]([O-])c1cccc(C([O-])=C(C(=S)Nc2cccc3ccccc23)[n+]2ccccc2)c1
(37) Cc1ccc(NC(=O)C(=O)NCCCN2CCCC2=O)c(C)c1
(38) COc1ccc(C(=O)CSc2n[nH]c(-c3ccncc3)n2)cc1[N+](=O)[O-]
(39) CCn1c(NCc2ccccn2)nc2c1c(=O)n(C)c(=O)n2C
(40) Cc1ccc2c(CN3CCOCC3)cc(=O)oc2c1C
(41) O=C(NC1CCCCC1)N(Cc1ccccc1)Cc1ccco1
(42) COc1cccc(C(C(=O)NC(C)(C)C)N(CC(C)C)C(=O)CCC(=O)Nc2cc(C)on2)c1OC (stereo not given)
(43) COc1ccc(C(=O)NCC(c2ccco2)S(=O)(=O)c2ccc(F)cc2)cc1 (stereo not given)

assay / entry	33	34	35	36	37	38	39	40	41	42	43
RXFP1 antag	-18	-13	·	7	6	1	25	-6	3	-2	-13
Pol eta inh	-19%	-2%	-10%	-5%	0%	-9%	-10%	1%	2%	-18%	-7%
APE1 inh	20%	-4%	28%	·	4%	-3%	-3%	58%[activator]	26%	-9%	·
Anesthetic bind	·	-2%	-6%	·	·	-3%	-4%	2%	-17%	-12%	-11%
POLB inh	·	8%	0%	·	·	-1%	22%	12%	32%	-1%	1%
Pol kappa inh	-2%	-12%	12%	-21%	-10%	-16%	-17%	-9%	-3%	-9%	-6%[60.1 µM]
BLM helicase inh	·	-1%	1%	·	·	-1%	-11%	-4%	-3%	-3%	0%
PGK inhibitor	1%	-1%	-2%	5%	0%	-7%	2%	7%	-5%	-22%	-3%
POLI inh	25%	-2%	11%	75%[activator]	18%	0%	?	17%	2%	5%	14%

Pol eta inh, entries above that show a hit.
| # | Structure | RXFP1 antag | Pol eta inh | APE1 inh | Pol kappa inh | BLM helicase inh | PGK inhibitor | POLI inh |
| --- | --- | --- | --- | --- | --- | --- | --- | --- |
| 9 | COc1ccc(C(=O)Nc2nc(-c3ccc(OC)cc3)c(-c3ccc([N+](=O)[O-])cc3)s2)cc1 | -16 | 79µM* | ? | -16% | 0% | -8% | ? |
